aDG glyco up: alpha-DG glycosylation activation. activation, % at 10 µM. AID 624168. 360,000 tested, 0.22% active. Pro5-aDG cells, alpha-DG glycosylation AlphaScreen (IIH6); 0% Pro5, 100% B10-LARGE cell signal;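 active means activation of at least 8% versus controls, or a plate z-score of at least 8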;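 further: Pro5 are CHO cells carrying HIG-tagged alpha-DG that lacks glycosylation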
PDI inh: inhibitors of human protein disulfide isomerase; PDI insulin aggregation turbidity, A650, 90 min; inhibition, % at 10 µM; 350,000 tested, 0.052% active; AID 588391;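 active means mean inhibition across replicates of 30% or more, whatever share of single replicates reach that level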;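 further: absorbance from insulin aggregation driven by PDI reduction with DTT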
Target sequence (P07237 whole entry, looked up): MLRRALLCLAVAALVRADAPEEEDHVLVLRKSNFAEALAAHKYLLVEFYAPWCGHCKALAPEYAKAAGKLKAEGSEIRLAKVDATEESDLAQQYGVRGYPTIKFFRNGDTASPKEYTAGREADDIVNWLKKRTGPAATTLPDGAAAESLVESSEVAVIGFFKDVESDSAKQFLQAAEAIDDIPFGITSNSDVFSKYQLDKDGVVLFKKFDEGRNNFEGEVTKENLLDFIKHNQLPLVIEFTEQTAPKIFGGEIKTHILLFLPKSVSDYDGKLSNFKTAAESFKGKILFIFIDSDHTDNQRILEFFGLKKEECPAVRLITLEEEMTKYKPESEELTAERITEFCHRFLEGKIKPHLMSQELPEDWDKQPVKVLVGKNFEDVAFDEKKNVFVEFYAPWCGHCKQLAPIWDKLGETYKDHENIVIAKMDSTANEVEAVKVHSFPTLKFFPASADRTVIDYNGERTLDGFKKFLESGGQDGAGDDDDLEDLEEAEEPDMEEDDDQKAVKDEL
Cardio protect: protects H9c2 cardiomyocytes from peroxide injury. H2O2 injury protection, ATPLite, 2 h. protection from H2O2 cell death, % at 20 µM. 360,000 tested, 0.63% active;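 active means compounds giving at least 50% protection of heart cells from peroxide-induced death in the single-dose screen, raw or plate-pattern-corrected value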;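 further: 0% = DMSO wells with peroxide and 100% = DMSO wells without peroxide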
MC4R ag barr: activates human MC4R beta-arrestin recruitment | activation, % at 8.9 µM | 360,000 tested, 0.98% active | U2OS MC4R beta-arrestin complementation, luminescence; percent of melanotan II response, DMSO zero | P32245 | AID 540308;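 active means activation above a per-plate cutoff, the mean activation of sample wells on that plate plus 3 SD, cut at about 8% in these data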
Target sequence (P32245 whole entry, looked up): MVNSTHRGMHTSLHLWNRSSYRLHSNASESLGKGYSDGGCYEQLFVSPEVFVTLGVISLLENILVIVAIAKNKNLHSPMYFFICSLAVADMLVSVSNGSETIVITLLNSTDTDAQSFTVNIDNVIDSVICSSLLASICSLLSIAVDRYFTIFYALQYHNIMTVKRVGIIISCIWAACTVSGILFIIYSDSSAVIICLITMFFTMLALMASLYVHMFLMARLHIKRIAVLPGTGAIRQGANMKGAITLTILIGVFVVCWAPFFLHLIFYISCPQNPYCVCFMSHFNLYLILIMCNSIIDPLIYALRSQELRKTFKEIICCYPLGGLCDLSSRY
Glyco luc inh: N-linked glycosylation inhibition; D54 ERlucT glycosylation luciferase reporter, 24 h; percent of 100 nM tunicamycin response; reporter increase, % at 12.5 µM; 360,000 tested, 0.23% active;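 active means mean luciferase reporter signal, scaled so untreated is 0 and the glycosylation-blocking control 100, at or above a set limit in every replicate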;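 further: luciferase carries N-glycosylation sites so blocking glycosylation raises the light; 0% = median of neutral control wells and 100% = median of 100 nM tunicamycin wells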
Vif inh: HIV Vif inhibition. HEK293T cells, Vif self-association by quenched fluorescence, imaging, 24 h. inhibition, % at 7.49 µM. 340,000 tested, 0.35% active. AID 602346; in the data active means inhibition above about 50%, passing the limit was not always enough; further: some results filed as inactive read as strong as hits
MC4R antagonist: human MC4R antagonism in cAMP assay; MC4R-expressing cells, MTII-stimulated cAMP, LANCE TR-FRET; inhibition, % at 6.5 µM; 360,000 tested, 0.48% active;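 active means inhibition above its plate's cutoff, the mean of tested wells on that plate plus 3 SD, cut at about 29% in these data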;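 further: 0% = Melanotan II alone and 100% = Melanotan II plus saturating MCL0020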
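System: U2OS-MC4R stable cell line; Technique: Eu-cAMP/anti-cAMP TR-FRET, emission 671 nm; Repeats: single well per compound; Also added: Melanotan II; Dosing: one concentration, 6.5 µM nominal; Schedule: 30-min compound, 1-h challenge, 1-h detection, room temperature.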
CaV13 FRET inh: Primary screen for inhibitors of IQ motif and Ca2+-dependent inactivation inhibitor domain binding in CACNA1D, Förster resonance energy transfer in living cells, … | 340,000 tested, 0.098% active | inhibition, % at 12.3 µM | HEK cells, CFP/YFP FRET ICDI-IQ, plate reader, 10 min; percent FRET-ratio fall versus neutral wells | AID 743397;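 active means mean replicate inhibition of at least 30% and at least 1% of replicates passing that level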;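 further: 0% = median of the neutral control wells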
ABCB6 inh 2: human ABCB6 transporter inhibition; 360,000 tested, 0.19% active; K562-ABCB6 porphyrin accumulation, flow cytometry, 1 h; active compounds read low; AID 602162; fluorescence ratio to DMSO, % at 10 µM;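 active means fluorescence ratio to DMSO below 75%, the collection mean minus 3 SD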;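 further: signal is porphyrin accumulated inside mitochondria; 100% equals median channel fluorescence of DMSO control wells; lower ratio means ABCB6 inhibition with less porphyrin fluorescence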
HTR2A ag: mouse HTR2A agonism via beta-arrestin recruitment; 360,000 tested, 0.66% active; activation, % at 7.6 µM; AID 624169; P35363; CHO-K1 mHTR2A beta-arrestin complementation, luminescence; percent of 30 µM serotonin response;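 active means activation above a run cutoff, the mean activation of all tested compounds plus 3 SD, cut at about 14% in these data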;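 further: 0% = plate median of compound wells and 100% = 30 µM serotonin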
The depositor's hits bear a star; i = inactive; . = no result given.

SMILES | aDG glyco up | PDI inh | Cardio protect | MC4R ag barr | Glyco luc inh | Vif inh | MC4R antagonist | CaV13 FRET inh | ABCB6 inh 2 | HTR2A ag
COc1ccc(-n2ncc3c(NCCCn4ccnc4)ncnc32)cc1 | 0.2 | -1 | 6 | 2.3 | -2 | 3 | 10 | -5 | 98 | 0
CCc1ccccc1Nc1nc2ccccc2n1CC | 0.6 | 8 | -5 | -1.1 | 2 | 6 | 11 | 7 | 95 | -2
N#Cc1nc(-c2ccc(OCc3ccc(Cl)cc3)cc2)oc1N1CCOCC1 | 0.1 | -6 | -19 | 0.4 | 2 | 0 | 2 | -9 | 95 | 0
CCS(=O)c1ccccc1C(=O)OC(C)C(=O)Nc1ccc(S(=O)(=O)N2CCCC2)cc1 (stereo unspecified) | 0.0 | -6 | -2 | -0.5 | 0 | -5 | 16 | -5 | 91 | -5
CCOC(=O)c1oc2nc(CC(C)C)c3c(c2c1N)CCCC3 | 0.1 | -4 | 4 | -0.1 | -4 | -18 | 0 | -2 | 101 | -4
C=CCN1C(=O)/C(=N/n2cnnc2)c2ccccc21 | 0.1 | 25 | -18 | -1.0 | 3 | -6 | -17 | -7 | 105 | 8
CCN(CC)c1ccc(/C=C/c2ccc3ccc(OC)cc3[n+]2CC)cc1 | 0.3 | 0 | -20 | -1.3 | 6 | -17 | -6 | -1 | i | 0
CC(C)N1CCN(Cc2cc3ccccc3[nH]2)CC1CCO (stereo unspecified) | 0.0 | -1 | -1 | -1.7 | 0 | -2 | 11 | -13 | 96 | 0
Cc1c(C(=O)N(C)CCn2ccnc2C)oc2c(F)cccc12 | 0.1 | 7 | -1 | -1.4 | 0 | 6 | -1 | -5 | 93 | -8
Cc1ccccc1NC(=O)Cc1nc(COC(=O)c2ccc([N+](=O)[O-])cc2)cs1 | -0.2 | 3 | -6 | 0.3 | 3 | -17 | -3 | -7 | 91 | 5
CCc1ccc(OCC(=O)NNC(=O)CSc2nnc(-c3ccc(C)cc3)n2C)cc1 | -0.2 | -6 | 5 | 0.9 | 6 | 24 | 0 | -2 | 95 | 3
COc1ccccc1C(=O)N(Cc1cccs1)C1CCS(=O)(=O)C1 (stereo unspecified) | -0.1 | 4 | -1 | -0.2 | 2 | 11 | 10 | 0 | 89 | 1
O=C(Oc1ccc2ccc(O)cc2c1)c1ccccc1Cl | -0.2 | 1 | -9 | 4.1 | -1 | -9 | -7 | -20 | 92 | -2
COc1ccc(Cl)cc1NC(=O)C(C)Sc1nnc(C2CC2)n1C1CC1 (stereo unspecified) | 0.7 | -6 | 9 | -1.0 | -3 | -13 | 4 | -6 | 98 | -14
O=C(Nc1nc2ccccc2[nH]1)C1CC(=O)N(c2ccc3c(c2)OCCO3)C1 (stereo unspecified) | -0.2 | 4 | -2 | -1.8 | -4 | 0 | 12 | -6 | 94 | 3
COc1cc(-n2c(C)nc3cc(C(=O)NCc4ccco4)ccc32)cc(OC)c1OC | 0.0 | -2 | 3 | -1.1 | 3 | 20 | 0 | 0 | 102 | 0
Cn1c(NC(=O)c2ccc(Cl)cc2Cl)cc(=O)n(C)c1=O | 0.0 | -1 | -14 | -1.2 | 2 | 15 | 0 | -7 | 100 | -4
COc1cc(Cl)c(C)cc1Nc1ncccn1 | 0.0 | -9 | -6 | -0.3 | -1 | -15 | 15 | -3 | 95 | -8
C=CCOc1c(OC)cc(Cl)cc1C1NC(=O)NC(C)=C1C(C)=O (stereo unspecified) | -0.1 | -1 | 10 | -2.5 | 1 | -12 | 0 | -1 | 90 | -4
COc1ccc(C(=O)NCc2csc(C(C)C)n2)cc1OC1CCN(C(C)=O)CC1 | 0.2 | 9 | 0 | 0.1 | -1 | 5 | 6 | -7 | 96 | 1
CC(C)n1cnc2c(oc3ccccc32)c1=O | -0.1 | 4 | 5 | -0.9 | -3 | -1 | 0 | -22 | 98 | 0
COc1ccc(C(NC(=O)C2CCN(C/C=C/c3ccc(OC(C)=O)c(OC)c3)CC2)c2ccccn2)cc1 (stereo unspecified) | -0.1 | 0 | 2 | -0.2 | 0 | -3 | 2 | -4 | 92 | -4
O=C(O)C1CCCCC1C(=O)Nc1ccc(Cl)cc1 (stereo unspecified) | -0.1 | 9 | -6 | -0.6 | -1 | . | 5 | -7 | 96 | 1
Nc1nnnn1/N=C/c1ccccc1OCc1ccc(Cl)cc1Cl | -0.1 | 1 | -9 | 1.0 | 0 | 9 | -8 | -7 | 90 | 5
COc1ccc(C(=O)N2CCN(S(=O)(=O)c3ccc(C)cc3C)CC2)cc1S(=O)(=O)N1CCOCC1 | 0.2 | -9 | 0 | -1.5 | 24 | -4 | 0 | -6 | 92 | 3
SMILES | aDG glyco up | PDI inh | Cardio protect | MC4R ag barr | Glyco luc inh | Vif inh | MC4R antagonist | CaV13 FRET inh | ABCB6 inh 2 | HTR2A ag
COc1cc(-c2noc(-c3cccc(Cl)c3)n2)cc(OC)c1OC | 0.0 | 0 | -9 | -0.9 | 3 | 4 | -1 | -6 | 96 | 5
CC(NC(=O)C1CCCO1)c1ccccc1 (stereo unspecified) | -0.1 | 0 | -7 | 0.9 | 2 | -3 | 0 | -2 | 92 | 8
O=S(=O)(c1ccc(Cl)c(NC(=S)Nc2ccccc2N2CCOCC2)c1)N1CCOCC1 | -0.2 | 1 | 7 | -2.0 | 5 | 2 | -2 | -3 | 97 | -3
Cn1c(=O)c2c(nc(CN3CCN(Cc4ccccc4)CC3)n2Cc2ccc(Cl)cc2)n(C)c1=O | -0.4 | . | 44 | 1.2 | 1 | . | 7 | -5 | 96 | 1
COc1cccc(C(=O)OCC(=O)Nc2nnc(-c3ccccc3)o2)c1 | 0.0 | -5 | 19 | -0.3 | 4 | 23 | -1 | -4 | 93 | 8
Cc1ccc(F)cc1NC(=O)N1c2ccccc2NC(=O)CC1C (stereo unspecified) | 0.1 | 13 | 5 | -3.1 | 1 | 6 | 1 | -5 | 96 | 1
CN(C)c1nc(Nc2ccc(F)cc2)nc(Oc2ccc(F)cc2)n1 | 0.0 | 8 | -7 | 1.1 | -3 | 4 | 1 | -5 | 95 | -1
CCn1c(=O)cc(OCC(=O)NCc2ccco2)c2ccccc21 | 0.3 | 9 | 14 | 1.4 | 8 | -1 | -10 | -5 | 92 | 3
COc1cc(S(=O)(=O)Nc2cccc(C(=O)O)c2)c(OC)cc1Cl | -0.2 | 4 | 5 | -2.6 | 1 | -4 | 5 | -3 | 105 | 4
CCCCNC(=O)c1nc(C2CCN(S(=O)(=O)c3c(F)cccc3F)CC2)oc1-c1ccccc1 | 0.5 | . | 0 | . | -1 | -3 | . | . | 93 | 3
CC(CN1CCN(CC(C)C(=O)c2ccccc2)CC1)C(=O)c1ccccc1 (stereo unspecified) | 0.1 | 3 | 3 | -2.2 | -2 | 14 | 0 | -5 | 101 | -10
C=CCSc1nc2sc(-c3ccccc3)cc2c(=O)n1N | 0.0 | -8 | 0 | 19* | 0 | -1 | 3 | . | 107 | 4
CC(NC(=O)CSc1ccccc1)c1ccccc1 (stereo unspecified) | 1.8 | 2 | -2 | -1.8 | 0 | -2 | 1 | -21 | 93 | -5
CCOC(=O)Cn1c(=O)c2c(nc3n2CC(C)CN3Cc2ccccc2)n(C)c1=O (stereo unspecified) | -0.2 | 5 | 0 | 1.4 | -1 | -8 | -2 | -5 | 100 | 3
COCCNC(=O)c1cccc(OC2CCN(Cc3cccc(C(C)=O)c3)CC2)c1 | 0.1 | -8 | 3 | 0.3 | -2 | 3 | -3 | -2 | 95 | -1
Cc1[nH]c(=O)c(C#N)c(C)c1[N+](=O)[O-] | 0.1 | 9 | 4 | -1.4 | 1 | 1 | 1 | -6 | 103 | 2
O=C(CC1SCCNC1=O)NCc1ccccc1 (stereo unspecified) | -0.2 | 3 | 3 | 0.0 | 0 | 7 | 2 | -6 | 102 | -1
Cc1cccc(C(=O)NNC(=O)c2ccc(-c3ccccc3)cc2)c1 | 0.0 | -3 | -8 | 1.2 | 2 | -6 | 6 | -5 | 102 | 0
NC(=Nc1ccc(N)cc1)C(N)=Nc1ccc(N)cc1 | 0.5 | -6 | -3 | -0.2 | 3 | -4 | 1 | -5 | 98 | 8
CCCCN(Cc1ccccc1)C(=O)CCN1C(=O)C2C3C=CC(C3)C2C1=O (stereo unspecified) | 0.5 | -2 | 2 | -1.5 | 0 | -2 | 11 | -3 | 91 | 0
COc1ccc(CC(=O)N/N=C/c2cccn2-c2ccc([N+](=O)[O-])cc2)cc1OC | 0.3 | -7 | -17 | -1.5 | -1 | -8 | 0 | -5 | 95 | -3
CCOCCCNCc1ccc(OCc2ccc(F)cc2)c(OC)c1 | 0.1 | 4 | 14 | 3.4 | -3 | 2 | -1 | 2 | 100 | -9
CC(=O)c1ccc(NC(=O)C(C)Sc2nnc(C3CC3)n2C2CC2)cc1 (stereo unspecified) | 0.2 | -4 | -4 | -0.1 | -2 | 2 | 3 | -5 | 92 | -2
O=C(NNC(=O)c1cc(Br)c(Br)s1)c1ccncc1 | 0.0 | 7 | 2 | -1.1 | 2 | -3 | 5 | -2 | 100 | -10
Cc1ccc(C)c(S(=O)(=O)N2CCCC2CNC(=O)C(=O)Nc2ccccc2)c1 (stereo unspecified) | -0.2 | 2 | -9 | 0.7 | -1 | -5 | 2 | -11 | 102 | 0
SMILES | aDG glyco up | PDI inh | Cardio protect | MC4R ag barr | Glyco luc inh | Vif inh | MC4R antagonist | CaV13 FRET inh | ABCB6 inh 2 | HTR2A ag
Cc1ccc(NS(=O)(=O)c2cc3[nH]c(=O)c(=O)[nH]c3cc2C)c(C)c1 | 0.1 | . | 4 | -1.2 | 6 | 2 | -1 | -4 | 104 | -2
N#Cc1nc(COc2ccc(Cl)cc2)oc1N1CCCC1 | 0.0 | -11 | -4 | 1.2 | -5 | -1 | -5 | -4 | 94 | -5
COc1cccc(NC(=O)CS(=O)(=O)Cc2nc(-c3ccc(C)cc3)oc2C)c1 | 0.0 | 7 | -4 | 2.9 | 3 | -8 | 2 | -3 | 98 | -10
COc1ccccc1C(=O)COC(=O)CN1C(=O)C2CC=CCC2C1=O (stereo unspecified) | -0.1 | 1 | -5 | -1.9 | 1 | 1 | 0 | -15 | 102 | -5
O=C(CCNC(=O)c1ccc([N+](=O)[O-])cc1)Nc1cccc(S(=O)(=O)N2CCOCC2)c1 | 0.4 | -6 | -1 | 0.9 | 0 | 5 | 13 | -7 | 101 | 6
COC(=O)Cn1cnc2c(nnn2-c2ccc(C)cc2)c1=O | -0.2 | 2 | -5 | -1.8 | 1 | 15 | 4 | -10 | 96 | 0

Reprinted at random: three compounds from above
SMILES | aDG glyco up | PDI inh | Cardio protect | MC4R ag barr | Glyco luc inh | Vif inh | MC4R antagonist | CaV13 FRET inh | ABCB6 inh 2 | HTR2A ag
COC(=O)Cn1cnc2c(nnn2-c2ccc(C)cc2)c1=O | -0.2 | 2 | -5 | -1.8 | 1 | 15 | 4 | -10 | 96 | 0
COc1ccccc1C(=O)COC(=O)CN1C(=O)C2CC=CCC2C1=O (stereo unspecified) | -0.1 | 1 | -5 | -1.9 | 1 | 1 | 0 | -15 | 102 | -5
COc1cccc(NC(=O)CS(=O)(=O)Cc2nc(-c3ccc(C)cc3)oc2C)c1 | 0.0 | 7 | -4 | 2.9 | 3 | -8 | 2 | -3 | 98 | -10
